Screens deposited in PubChem BioAssay by several laboratories.
SIAH1 antagonists – Siah-1 peptide-binding antagonists, primary screen, biochemical, fluorescence polarization, rhodamine-plectin, uHTS (AID 1817); actives 0.02% (n = 290,000); Siah-1 / rhodamine-plectin peptide fluorescence polarization; higher % means a stronger effect; displacement, % at 20 µM, or IC50 in µM where a hit was titrated;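 active = displacement of at least 50% at 20 µM, with a fluorescence ratio check between 0.3 and a set limit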;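 also: plate controls were Siah plus tracer with DMSO for no effect and tracer alone without Siah for full effect; strong numbers were not always called active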
LYP inhibition – inhibitors of LYP phosphatase, biochemical, fluorescence intensity, uHTS (AID 1779). recombinant LYP phosphatase, fluorescence intensity; higher % means a stronger effect. inhibition, % at 11.5 µM; hits with a dose series show IC50 in µM. actives 0.054% (n = 290,000); in the data active = inhibition above about 50%;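 also: plate controls were vehicle with enzyme for no effect and no enzyme for full effect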
GPR55 antagonists – GPR55 antagonists blocking LPI-driven arrestin recruitment, primary screen, imaging, U2OS, beta-arrestin-GFP, LPI agonist (AID 2013) | U2OS GPR55 beta-arrestin-GFP translocation imaging, LPI antagonism; higher % means a stronger effect | one-dose inhibition, % at 10 µM; IC50 in µM for titrated hits | actives 0.13% (n = 290,000);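 active = spots per cell inhibited over 60%, with over 100 cells counted and total cytoplasm intensity under 500,000; inconclusive = wells with under 100 cells, flagged as likely toxic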;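 also: U2OS cells stably carrying GPR55 and arrestin-GFP stimulated by 5 µM LPI near EC80; imaged beta-arrestin-GFP aggregate spots per cell after agonist stimulation; plate controls were LPI-stimulated DMSO wells for no effect and DMSO wells without LPI for full effect; some results filed as inactive read as strong as hits; confirmed hits need IC50 under 10 µM and bright autofluorescent wells are also inconclusive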
GPR35 antagonists – GPR35 antagonists blocking zaprinast-driven arrestin recruitment, primary screen, imaging, U2OS, beta-arrestin-GFP, zaprinast agonist (AID 2058). inhibition, % at 10 µM, or IC50 in µM where a hit was titrated. U2OS GPR35 beta-arrestin-GFP translocation imaging, zaprinast antagonism; higher % means a stronger effect. actives 0.052% (n = 290,000);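 active = inhibition of at least 50% with at least 30 cells and total cytoplasm GFP at most 10,000,000; inconclusive = under 30 cells or total GFP of 10,000,000 plus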
HIV fusion peptide – cell-free HIV fusion peptide-binding blockers – biochemical, uHTS, fluorescence dequenching, primary screen (AID 1986). cell-free peptide binding, fluorescence dequenching, 30 min; higher % means a stronger effect. actives 0.3% (n = 290,000). inhibition, % at 20 µM; hits with a dose series show IC50 in µM; in the data active = inhibition mostly above about 52%, no sharp cut-off; inactive = mostly below about 76%; also: some results filed as inactive read as strong as hits
Myeloid diff 2 – promotes myeloid progenitor differentiation. ER-HoxA9 myeloid progenitors, lysozyme-GFP differentiation, flow cytometry. calls only at 10 µM. actives 1% (n = 360,000);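 active = normalized GFP-positive differentiation at or above the plate's own cutoff, the solvent-only control mean plus 3 SD; inconclusive = no clear call, values can overlap the other calls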;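 also: cells exposed to compound for four days before flow analysis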
NTR1 agonist – agonists of NTR1, primary screen, imaging, U2OS cells, beta-arrestin-GFP, high content (AID 493036). NTR1-U2OS beta-arrestin-GFP spot imaging, agonist mode. activation, % at 20 µM. actives 0.17% (n = 330,000);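 active = activation at or above 40% of the spot to cytoplasm intensity ratio, with at least 20 cells analyzed; inconclusive = wells under 20 cells, flagged as cytotoxic or low count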;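 also: 0% = DMSO without peptide and 100% = 100 nM NTR1 peptide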
Target sequence (P30989 whole entry, looked up): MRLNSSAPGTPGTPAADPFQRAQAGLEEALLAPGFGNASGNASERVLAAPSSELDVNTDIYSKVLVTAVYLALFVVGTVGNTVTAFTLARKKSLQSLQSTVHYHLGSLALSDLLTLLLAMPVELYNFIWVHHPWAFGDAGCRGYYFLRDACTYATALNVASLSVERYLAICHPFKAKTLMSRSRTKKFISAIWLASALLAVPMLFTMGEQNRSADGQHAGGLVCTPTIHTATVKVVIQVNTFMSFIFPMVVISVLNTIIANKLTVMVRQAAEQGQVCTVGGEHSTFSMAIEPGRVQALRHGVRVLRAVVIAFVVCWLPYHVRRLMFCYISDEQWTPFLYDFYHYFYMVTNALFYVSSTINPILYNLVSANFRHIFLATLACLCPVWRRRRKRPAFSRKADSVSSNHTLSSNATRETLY
Rac1 GTP hydrolysis – MgcRacGAP GTPase-activating activity inhibitors, confirmation, biochemical, ADP Hunter fluorescence | MgcRacGAP-stimulated Rac1 GTP hydrolysis, ADP Hunter fluorescence; higher % means a stronger effect; GST-tagged Rac1 F28L mutant substrate | one-dose inhibition, % at 30 µM; IC50 in µM for titrated hits | actives 0.6% (n = 340,000) | AID 624330;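 active = first-screen hits whose inhibition reached a set limit at any dose in the follow-up dose series; inconclusive = inhibition above the set first-screen limit but never retested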;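 also: fluorescence reports GDP produced by GAP-driven GTP hydrolysis; strong numbers were not always called active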
Salmonella PhoP GFP – inhibitors of PhoP regulon expression, primary screen, Salmonella Typhimurium, GFP reporter (AID 1863) | S. Typhimurium PhoP-regulated promoter GFP reporter, 4 h; higher % means a stronger effect | one-dose inhibition, % at 50 µM; IC50 in µM for titrated hits | actives 0.16% (n = 300,000);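 active = inhibition over 29.93%, a cutoff 3 SD above the screen mean, later confirmed by dose response; inconclusive = inhibition over 29.93% but no dose response follow-up; inactive = inhibition at most 29.93% or unconfirmed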;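 also: 0% = low Mg2+ inducing control and 100% = high Mg2+ repressing control; strong numbers were not always called active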
NTR1 agonist cell count 20 µM – also measured in NTR1 agonist; calls as there; cell count; measured here: cell count, cytotoxicity flag
Myeloid diff 2 GFP+ MAC1+ % – second read-out of Myeloid diff 2, no call of its own (marks repeat the call); GFP+ MAC1+ double positive, %; measured here: differentiation confirmed by MAC1 staining
* hit, by the source's call.

For CCOC(=O)C1(C(F)(F)F)N=C(C(F)(F)F)Nc2ccc(F)cc21 (centres undefined) the results were SIAH1 antagonists 0.2%, LYP inhibition -1.1%, GPR55 antagonists 12.5%, GPR35 antagonists 14.6%, HIV fusion peptide -0.2%, Myeloid diff 2 inactive, NTR1 agonist -1.3, Rac1 GTP hydrolysis 8.5%, Salmonella PhoP GFP 2.0%, NTR1 agonist cell count 20 µM 50 and Myeloid diff 2 GFP+ MAC1+ % 0.8.
For CCCCNC(=S)N/N=C/c1ccccc1F the results were SIAH1 antagonists 0.8%, LYP inhibition 2.3%, GPR55 antagonists 3.2%, GPR35 antagonists 13.5%, HIV fusion peptide 0.1%, Myeloid diff 2 inconclusive, NTR1 agonist 1.9, Rac1 GTP hydrolysis 0.6%, Salmonella PhoP GFP 1.3% and NTR1 agonist cell count 20 µM 86.
`CCc1cc2c(=O)c(-c3nc4ccccc4n3C)c(C)oc2cc1OC(C)=O` gave SIAH1 antagonists -2.9%, LYP inhibition -8.5%, GPR55 antagonists 2.0%, GPR35 antagonists 8.1%, HIV fusion peptide 1.6%, Myeloid diff 2 inactive, NTR1 agonist 1.3, Rac1 GTP hydrolysis 6.1%, Salmonella PhoP GFP -7.6%, NTR1 agonist cell count 20 µM 56 and Myeloid diff 2 GFP+ MAC1+ % 3.5.
Screening CCOc1ccc(N=C2SCCCN2C(=O)c2c(CC)noc2C)cc1 returned SIAH1 antagonists -4.2%, LYP inhibition -8.0%, GPR55 antagonists -12.2%, GPR35 antagonists -3.9%, HIV fusion peptide -0.1%, Myeloid diff 2 inactive, NTR1 agonist -0.7, Rac1 GTP hydrolysis 9.1%, Salmonella PhoP GFP 0.3%, NTR1 agonist cell count 20 µM 60 and Myeloid diff 2 GFP+ MAC1+ % 0.8.
For Cc1onc(-c2ccccc2)c1C(=O)n1nnc2ccccc21 the results were SIAH1 antagonists -4.2%, LYP inhibition -5.0%, GPR55 antagonists -1.3%, GPR35 antagonists 7.1%, HIV fusion peptide -1.9%, Myeloid diff 2 inactive, NTR1 agonist -1.8, Rac1 GTP hydrolysis 9.1%, Salmonella PhoP GFP -18.3%, NTR1 agonist cell count 20 µM 69 and Myeloid diff 2 GFP+ MAC1+ % 0.4.
CCN(CC)CCCN1C(=O)C(=O)/C(=C(/O)c2ccc(Cl)cc2)C1c1ccccn1 (centres undefined) was read as SIAH1 antagonists -4.4%, LYP inhibition 2.8%, GPR55 antagonists 1.4%, GPR35 antagonists 7.9%, HIV fusion peptide -3.0%, Myeloid diff 2 inactive, NTR1 agonist 0.1, Rac1 GTP hydrolysis 4.5%, NTR1 agonist cell count 20 µM 61 and Myeloid diff 2 GFP+ MAC1+ % 1.4.
Screening O=S(=O)(c1ccc(Br)c2nsnc12)N1CCOCC1 returned SIAH1 antagonists 7.7%, LYP inhibition 0.0%, GPR55 antagonists 17.8%, GPR35 antagonists 12.6%, HIV fusion peptide -0.9%, Myeloid diff 2 inactive, NTR1 agonist 3.1, Rac1 GTP hydrolysis 0.9%, Salmonella PhoP GFP -12.8%, NTR1 agonist cell count 20 µM 53 and Myeloid diff 2 GFP+ MAC1+ % 1.3.
`Cc1cccc(C)c1OCC(=O)OC/C(O)=C(\C#N)c1nc2ccccc2[nH]1` gave SIAH1 antagonists 3.4%, LYP inhibition -6.8%, GPR55 antagonists 1.3%, GPR35 antagonists -5.5%, HIV fusion peptide 5.5%, Myeloid diff 2 inactive, NTR1 agonist 5.1, Rac1 GTP hydrolysis 5.0%, Salmonella PhoP GFP 1.5%, NTR1 agonist cell count 20 µM 68 and Myeloid diff 2 GFP+ MAC1+ % 1.5.
Screening CC(C)(C)OC(=O)NCCCCCNC(=O)c1[nH]cnc1C(=O)N[C@@H](Cc1ccccc1)C(=O)OCc1ccccc1 returned SIAH1 antagonists 4.0%, LYP inhibition 12.7%, GPR55 antagonists -2.0%, GPR35 antagonists -3.2%, HIV fusion peptide -0.2%, Myeloid diff 2 inactive, NTR1 agonist 53.1*, Rac1 GTP hydrolysis 5.7%, Salmonella PhoP GFP -5.3%, NTR1 agonist cell count 20 µM 81* and Myeloid diff 2 GFP+ MAC1+ % 1.7.
CCOC(=O)NN1C(=O)c2ccccc2NC1c1ccccc1O (centres undefined) was read as SIAH1 antagonists 4.2%, LYP inhibition -8.9%, GPR55 antagonists 4.9%, GPR35 antagonists 3.6%, HIV fusion peptide 2.9%, Myeloid diff 2 inactive, NTR1 agonist 4.2, Rac1 GTP hydrolysis -1.2%, Salmonella PhoP GFP -0.5%, NTR1 agonist cell count 20 µM 41 and Myeloid diff 2 GFP+ MAC1+ % 0.2.
For O=C(NCc1ccc(F)cc1)c1cc(S(=O)(=O)N2CCOCC2)ccc1F the results were SIAH1 antagonists -1.6%, LYP inhibition 1.0%, GPR55 antagonists 13.9%, GPR35 antagonists -10.2%, HIV fusion peptide -1.7%, Myeloid diff 2 inactive, NTR1 agonist 0.6, Rac1 GTP hydrolysis 6.4%, Salmonella PhoP GFP 0.1%, NTR1 agonist cell count 20 µM 56 and Myeloid diff 2 GFP+ MAC1+ % 0.5.
N#CC1=C(N)N2C(=C(C#N)C13CCN(Cc1ccccc1)CC3)Nc1ccccc12 was read as SIAH1 antagonists 0.3%, LYP inhibition 1.2%, GPR55 antagonists -4.2%, GPR35 antagonists 19.9%, HIV fusion peptide 1.3%, Myeloid diff 2 inactive, NTR1 agonist -0.4, Rac1 GTP hydrolysis 15.2%, Salmonella PhoP GFP 27.1%, NTR1 agonist cell count 20 µM 60 and Myeloid diff 2 GFP+ MAC1+ % 7.1.
COc1cc(OC)cc(C(=O)Nc2ccc(-n3cnnn3)c(C)c2)c1 was read as SIAH1 antagonists 0.4%, LYP inhibition -3.5%, GPR55 antagonists 10.3%, GPR35 antagonists 9.5%, HIV fusion peptide -1.3%, Myeloid diff 2 inactive, NTR1 agonist -0.1, Rac1 GTP hydrolysis 5.0%, Salmonella PhoP GFP 1.4%, NTR1 agonist cell count 20 µM 44 and Myeloid diff 2 GFP+ MAC1+ % 2.0.
`Cc1nn(Cc2c(Cl)cccc2Cl)c(Cl)c1/C=N/NC(=O)c1cccnc1` gave SIAH1 antagonists 6.5%, LYP inhibition -3.6%, GPR55 antagonists 9.0%, GPR35 antagonists -16.1%, HIV fusion peptide 3.5%, Myeloid diff 2 inactive, NTR1 agonist 0.3, Rac1 GTP hydrolysis 11.5%, Salmonella PhoP GFP -3.7%, NTR1 agonist cell count 20 µM 75 and Myeloid diff 2 GFP+ MAC1+ % 0.4.
`Cc1onc(C(=O)Nc2ccc3c(c2)OCO3)c1[N+](=O)[O-]` gave SIAH1 antagonists 5.8%, LYP inhibition -3.3%, GPR55 antagonists 3.4%, GPR35 antagonists 10.8%, HIV fusion peptide -1.8%, Myeloid diff 2 inactive, NTR1 agonist 0.0, Rac1 GTP hydrolysis -12.6%, Salmonella PhoP GFP 2.4%, NTR1 agonist cell count 20 µM 66 and Myeloid diff 2 GFP+ MAC1+ % 3.3.
For CNS(=O)(=O)c1ccc(C)cc1 the results were SIAH1 antagonists 0.4%, LYP inhibition -7.5%, GPR55 antagonists 13.0%, GPR35 antagonists 7.1%, HIV fusion peptide -0.8%, Myeloid diff 2 inactive, NTR1 agonist 2.2, Rac1 GTP hydrolysis 12.3%, Salmonella PhoP GFP 3.2%, NTR1 agonist cell count 20 µM 71 and Myeloid diff 2 GFP+ MAC1+ % 0.8.
For CCOC(=O)c1ccc(N=C2SC(C(=O)NC)CC(=O)N2CCc2ccccc2)cc1 (centres undefined) the results were SIAH1 antagonists 2.3%, LYP inhibition 3.6%, GPR55 antagonists 5.7%, GPR35 antagonists -0.6%, HIV fusion peptide 0.6%, Myeloid diff 2 inactive, NTR1 agonist 2.6, Rac1 GTP hydrolysis 15.3%, Salmonella PhoP GFP -7.4%, NTR1 agonist cell count 20 µM 36 and Myeloid diff 2 GFP+ MAC1+ % 0.2.
Screening CC1CCCCC1NC(=O)CCS(=O)(=O)c1ccc2c(c1)NC(=O)CS2 (centres undefined) returned SIAH1 antagonists -5.0%, LYP inhibition -2.2%, GPR55 antagonists 11.0%, GPR35 antagonists 12.0%, HIV fusion peptide 1.3%, Myeloid diff 2 inactive, NTR1 agonist 2.6, Rac1 GTP hydrolysis 8.5%, Salmonella PhoP GFP -7.2%, NTR1 agonist cell count 20 µM 57 and Myeloid diff 2 GFP+ MAC1+ % 6.8.
`COc1ccc2[nH]c(=O)c(CN(Cc3ccc(C)cc3)Cc3nnnn3CC3CCCO3)cc2c1` (centres undefined) gave SIAH1 antagonists -4.3%, LYP inhibition -3.7%, GPR55 antagonists 7.1%, GPR35 antagonists -3.3%, HIV fusion peptide -1.4%, Myeloid diff 2 inactive, NTR1 agonist -0.6, Rac1 GTP hydrolysis 8.2%, Salmonella PhoP GFP 8.6%, NTR1 agonist cell count 20 µM 43 and Myeloid diff 2 GFP+ MAC1+ % 1.3.
`COC(=O)c1ccc(CSc2nnc(N)s2)cc1` gave SIAH1 antagonists 1.2%, LYP inhibition -12.2%, GPR55 antagonists -2.1%, GPR35 antagonists 8.5%, HIV fusion peptide -1.0%, Myeloid diff 2 inactive, NTR1 agonist -1.0, Rac1 GTP hydrolysis 9.5%, Salmonella PhoP GFP 3.8%, NTR1 agonist cell count 20 µM 42 and Myeloid diff 2 GFP+ MAC1+ % 1.3.
Screening CCn1c(/C=C/c2cc(Br)ccc2O)nc2ccccc2c1=O returned SIAH1 antagonists 2.2%, LYP inhibition -3.6%, GPR55 antagonists 1.4%, GPR35 antagonists 3.7%, HIV fusion peptide 2.2%, Myeloid diff 2 inactive, NTR1 agonist 15.2, Rac1 GTP hydrolysis 6.4%, Salmonella PhoP GFP -2.5%, NTR1 agonist cell count 20 µM 74 and Myeloid diff 2 GFP+ MAC1+ % 0.1.
Screening CCOCCCNC(=O)c1cc(Sc2nnc(C)s2)nc2ccccc12 returned SIAH1 antagonists 0.5%, LYP inhibition -6.6%, GPR55 antagonists 4.1%, GPR35 antagonists 4.1%, HIV fusion peptide -0.8%, Myeloid diff 2 inactive, NTR1 agonist 0.2, Rac1 GTP hydrolysis 4.8%, Salmonella PhoP GFP -7.4%, NTR1 agonist cell count 20 µM 63 and Myeloid diff 2 GFP+ MAC1+ % 0.7.
`O=C(O)c1ccccc1NC(=S)NC(NC(=O)c1ccccc1[N+](=O)[O-])C(Cl)(Cl)Cl` (centres undefined) gave SIAH1 antagonists 4.3%, LYP inhibition -8.3%, GPR55 antagonists 6.8%, GPR35 antagonists 7.8%, HIV fusion peptide 6.8%, Myeloid diff 2 inactive, NTR1 agonist 0.3, Rac1 GTP hydrolysis 8.6%, Salmonella PhoP GFP 6.9%, NTR1 agonist cell count 20 µM 87 and Myeloid diff 2 GFP+ MAC1+ % 1.1.
